L3MBTL1 block: blocks human L3MBTL1 | 0.66% of 230,000 active | Potency, µM (top dose mostly 57.1 µM), for the others: at the top dose activity, negative = inhibition, actives largely listed as inhibitors | AlphaScreen L3MBTL1–H3K9me1 peptide binding; active = well fitted inhibition curve with a large enough effect; inconclusive = small, poorly fitted or top-dose-only effect; inactive = no such curve, though single readings can be large or run the other way; also: nearly all actives have a fitted effect of over 60% in size
Target sequence (Q9Y468 whole entry, looked up): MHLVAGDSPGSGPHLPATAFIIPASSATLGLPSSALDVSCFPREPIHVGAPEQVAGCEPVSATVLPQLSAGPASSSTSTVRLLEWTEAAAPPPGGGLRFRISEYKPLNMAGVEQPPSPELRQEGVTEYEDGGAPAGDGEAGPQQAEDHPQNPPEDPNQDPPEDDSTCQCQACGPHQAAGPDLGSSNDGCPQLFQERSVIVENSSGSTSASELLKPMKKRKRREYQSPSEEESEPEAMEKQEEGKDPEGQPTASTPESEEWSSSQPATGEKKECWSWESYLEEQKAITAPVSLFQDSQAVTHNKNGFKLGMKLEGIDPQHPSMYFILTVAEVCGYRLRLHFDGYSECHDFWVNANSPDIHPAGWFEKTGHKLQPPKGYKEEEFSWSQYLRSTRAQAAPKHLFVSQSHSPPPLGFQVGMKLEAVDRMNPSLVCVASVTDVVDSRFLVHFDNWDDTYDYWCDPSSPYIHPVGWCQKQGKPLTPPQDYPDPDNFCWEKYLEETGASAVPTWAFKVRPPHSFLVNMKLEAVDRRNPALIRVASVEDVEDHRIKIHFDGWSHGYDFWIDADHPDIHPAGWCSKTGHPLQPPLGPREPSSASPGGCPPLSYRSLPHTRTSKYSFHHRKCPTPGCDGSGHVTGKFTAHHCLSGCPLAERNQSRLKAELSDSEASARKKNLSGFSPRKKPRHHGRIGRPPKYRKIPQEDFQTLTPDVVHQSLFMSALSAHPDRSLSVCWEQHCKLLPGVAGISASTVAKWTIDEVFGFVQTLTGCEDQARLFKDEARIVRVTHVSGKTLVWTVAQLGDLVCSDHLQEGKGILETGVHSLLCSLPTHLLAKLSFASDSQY
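L3MBTL1 (50 nM) pre-complexed 30 min with biotinylated H3(1-15)K9me1 peptide (75 nM), then compounds added for 30 min at room temperature; AlphaScreen streptavidin donor/nickel chelate acceptor beads (10 ug/mL final) read after 30 min dark incubation.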
Starred values were filed as active, the others as inactive; u = inconclusive; [ ] = another dose, or the depositor's remark. % is scaled to controls: 0 for no effect and ±100 for the full control effect; potency is read from the fitted curve at half-maximal effect.

SMILES | L3MBTL1 block
Cc1ccc(S(=O)(=O)N2CCN(C(=O)CN3C(=O)NC4(CCCCC4)C3=O)CC2)c(C)c1 | 7%
C#CCOCCOCCOCCNc1nc(N2CCOCC2)nc(N2CCN(C(=O)CCCCCCCCCCNC(=O)Cn3cc(CCCCCN)nn3)CC2)n1 | 3%
COc1ccc(CNC(=O)C[C@H]2C[C@H](C(=O)N3CCOCC3)[C@@]3(CCC4CCCC4)c4[nH]c5cc(-c6ccco6)ccc5c4CCN3C2=O)cc1OC | -10%
COc1ccc(-c2cc(-c3ccccc3)no2)cc1 | 18%
CN(C(=O)c1ccc(NC(=O)Cc2cccc(NC(=O)C3CCCN(C(=O)CCc4ccccc4)C3)c2)cc1)C1CCCC1 (centres undefined) | -10%
COc1ccc([C@H]2CC(=O)C=C(c3ccnc4ccc(Cl)cc34)C2)cc1 | -12%
C[C@@H]1NS(=O)(=O)[C@H]2C[C@@H]3C=C[C@]2(O3)[C@H]1OC(=O)c1ccccc1Br | 2%
N#Cc1ccc(NCC(=O)N2CCN(S(=O)(=O)c3ccccc3)CC2)cc1 | 6%
CC(OC(=O)c1cccs1)C(=O)NC1CCCCC1C (centres undefined) | 8%
O=C(NNC(=O)c1cccs1)c1ccc(Cl)nc1 | 7%
O=C(COc1cccnc1[N+](=O)[O-])Nc1ncc(Cl)cc1Cl | u
COc1ccc2c(c1)nc(CN1CCN(CCO)CC1)n2C | -1%

Reformatted as a markdown table: 2 of the compounds above.
| mol | L3MBTL1 block |
| --- | --- |
| COc1ccc([C@H]2CC(=O)C=C(c3ccnc4ccc(Cl)cc34)C2)cc1 | -12% |
| C[C@@H]1NS(=O)(=O)[C@H]2C[C@@H]3C=C[C@]2(O3)[C@H]1OC(=O)c1ccccc1Br | 2% |

The list continues:
SMILES | L3MBTL1 block
COc1cc([N+](=O)[O-])ccc1NC(=O)COC(=O)c1c[nH]c(=O)[nH]c1=O | 2%
COc1ccc(CC(=O)N2CCN(c3cccc(C)c3C)CC2)cc1 | 2%
CCN1Cc2c(cc(OC)c(OC)c2OC)-c2ccccc2S1(=O)=O | 2%
COc1ccccc1NC(=O)c1ccc(NC(=O)COC(=O)c2cncc(Br)c2)cc1 | 24%
O=C(NCCc1c[nH]c2ccccc12)C1CCN(Cc2ccc(Br)cc2)CC1 | -12%
CC1CCCCC12NC(=O)N(CC(=O)OCc1c(F)cccc1Cl)C2=O (centres undefined) | -3%
CC(C)NC(=O)N(C)C[C@H]1Oc2ccc(NC(=O)C3CCCCC3)cc2C(=O)N([C@H](C)CO)C[C@@H]1C | -1%
COc1ccccc1-n1c(SCC(=O)NC2CC2)nc2ccccc2c1=O | -3%
COc1ccc(Cl)cc1NC(=O)CN(C)C(=O)c1ccc2c(c1)CC(c1ccccc1)OC2=O (centres undefined) | -1%
CCn1c(SC)nc2cc(S(=O)(=O)N3CCCCC3)ccc21 | -2%
COc1ccc(C(=O)NCCc2ccccc2)cc1OC | 8%
CC(C)Oc1ccc(S(=O)(=O)N2CCCCC2)cc1NC(=O)CN1C(=O)NC(C)(C2CC2)C1=O (centres undefined) | 7%
O=C(CCNC(=O)c1ccc(Cl)cc1)NCC(c1ccco1)N1CCCC1 (centres undefined) | 2%
O=C(Nc1ccc(N2CCCCC2)c(S(=O)(=O)Nc2ccccc2Cl)c1)c1cccnc1 | -6%
Cc1ccc(C(=O)NCC(=O)OCC(=O)c2ccc(Cl)s2)cc1 | 2%
CCCOc1cccc(C(=O)Nc2ccc(CN3CCOCC3)cc2)c1 | -1%
O=C1c2ccccc2C(=O)N1CCn1ccnc1 | 1%
N#Cc1ccccc1CN1C(=O)c2ccccc2S1(=O)=O | 1%
O=C(Nc1nnc(CCc2ccccc2)s1)c1cccc(F)c1 | 9%
CCOc1ccc(N2C(=O)CC(N3CCN(c4ccc([N+](=O)[O-])cc4)CC3)C2=O)cc1 (centres undefined) | 0%
O=C(COC(=O)c1ccc2ncsc2c1)Nc1ccc(Cl)cc1 | -1%
CN(Cc1ccccc1O)CC1CCCN(CCc2ccc(Cl)cc2)C1 (centres undefined) | -7%
CCC1(C)Cc2ccccc2-c2[nH]c(=S)[nH]c(=O)c21 (centres undefined) | 3%[2.29 µM]
COC(=O)c1c(C)[nH]c(C(=O)CN2C(=O)C3CC=CCC3C2=O)c1C (centres undefined) | -4%
CCc1ccc(CN2CCCC(CNC(=O)c3cccc(OC)c3OC)C2)cc1 (centres undefined) | 8%[2.29 µM]
Cc1cc(C)c(NC(=O)CNC(=O)c2ccc3c(=O)n4c(nc3c2)CCC4)c(C)c1 | 3%
Cc1ccnc(NS(=O)(=O)c2ccc3ccccc3c2)n1 | 0%
CC(C)C(NC(=O)c1ccc(F)cc1)C(=O)NC1(C)CCS(=O)(=O)C1 (centres undefined) | 0%
O=C(COC(=O)c1ccc([N+](=O)[O-])o1)NC1CCCCC1 | -22%
CC(C)C[C@@H](CN=[N+]=[N-])N1CCN(Cc2ccccc2)CCC1=O | 13%
O=C(Nc1ccc(Cl)cc1)c1nc[nH]c1C(=O)NCc1ccccc1 | 2%
CC(=O)N1CCN(C(=O)c2cc(S(=O)(=O)N3CCN(c4ccccc4)CC3)ccc2Cl)CC1 | 1%
COc1ccc(CCC(=O)OCC(=O)Nc2c(C)nn(-c3ccccc3)c2C)cc1 | 3%
O=C(CN1C(=O)NC2(CCCC2)C1=O)NNC(=O)c1ccc(F)cc1 | 10%
Cc1nn(CC(=O)NC2CCC(C)CC2)c(=O)c(C#N)c1C (centres undefined) | 4%
CC(C)(O)c1cc2ccccc2c(=O)o1 | -4%
C=CCN1CCN(C(=O)CCc2ccccc2)CC1 | 3%
O=C(c1cccc(NS(=O)(=O)c2ccc(Br)cc2)c1)N1CCN(c2ccccc2O)CC1 | -11%
COCCCN(C(=O)CCOc1ccc(C(C)(C)C)cc1)c1c(N)n(Cc2ccccc2)c(=O)[nH]c1=O | 0%
O=C(COC(=O)CNC(=O)c1ccc(Cl)cc1)NC1CCCCCC1 | 7%
CC(Oc1ccccc1)C(=O)Nc1nc(-c2ccccn2)cs1 (centres undefined) | u
CCCCN(C(=O)COC(=O)c1ccc(C)s1)c1c(N)n(CCC)c(=O)[nH]c1=O | 4%
O=C(CCNC(=O)c1ccc(Br)cc1)Nc1ccc(S(=O)(=O)Nc2ncccn2)cc1 | 1%
O=C(NCc1ccccc1F)c1ccc(S(=O)(=O)NCc2ccco2)cc1 | -8%
O=C(NCCN1CCCCC1)Nc1ccc(F)cc1F | 5%
COc1cccc(C(=O)c2c(-c3ccccc3)ncc3cc(OC)c(OC)cc23)c1 | -25%
CN(C)CCCNC(=O)C[C@H]1C[C@H](C(=O)N2CCOCC2)[C@@]2(C)c3[nH]c4ccc(Cl)cc4c3CCN2C1=O | 7%
C=CCc1cc(Cl)ccc1OCCn1ccnc1 | -18%

15 entries from above, comma-delimited.
SMILES,L3MBTL1 block
O=C(CN1C(=O)NC2(CCCC2)C1=O)NNC(=O)c1ccc(F)cc1,10%
Cc1nn(CC(=O)NC2CCC(C)CC2)c(=O)c(C#N)c1C (centres undefined),4%
CC(C)(O)c1cc2ccccc2c(=O)o1,-4%
C=CCN1CCN(C(=O)CCc2ccccc2)CC1,3%
O=C(c1cccc(NS(=O)(=O)c2ccc(Br)cc2)c1)N1CCN(c2ccccc2O)CC1,-11%
COCCCN(C(=O)CCOc1ccc(C(C)(C)C)cc1)c1c(N)n(Cc2ccccc2)c(=O)[nH]c1=O,0%
O=C(COC(=O)CNC(=O)c1ccc(Cl)cc1)NC1CCCCCC1,7%
CC(Oc1ccccc1)C(=O)Nc1nc(-c2ccccn2)cs1 (centres undefined),u
CCCCN(C(=O)COC(=O)c1ccc(C)s1)c1c(N)n(CCC)c(=O)[nH]c1=O,4%
O=C(CCNC(=O)c1ccc(Br)cc1)Nc1ccc(S(=O)(=O)Nc2ncccn2)cc1,1%
O=C(NCc1ccccc1F)c1ccc(S(=O)(=O)NCc2ccco2)cc1,-8%
O=C(NCCN1CCCCC1)Nc1ccc(F)cc1F,5%
COc1cccc(C(=O)c2c(-c3ccccc3)ncc3cc(OC)c(OC)cc23)c1,-25%
CN(C)CCCNC(=O)C[C@H]1C[C@H](C(=O)N2CCOCC2)[C@@]2(C)c3[nH]c4ccc(Cl)cc4c3CCN2C1=O,7%
C=CCc1cc(Cl)ccc1OCCn1ccnc1,-18%

Remaining list, next part.
SMILES | L3MBTL1 block
O=C(COC(=O)c1cc2ccccc2cc1O)NC1CCCCC1 | 5%
COc1ccc(NC(C)=O)cc1NC(=O)c1cccc(S(=O)(=O)N2CCN(Cc3ccccc3)CC2)c1 | -11%
Nc1cc(S(=O)(=O)N2CCCCC2)ccc1N1CCCCC1 | -3%
CCCc1cc(NC(=O)COC(=O)c2ccc(O)cc2O)n(-c2ccccc2)n1 | u
CCn1ncc([N+](=O)[O-])c1C(=O)Nc1ccc(C)c(C)c1 | 1%
O=C(N/N=C/c1cccc(O)c1)c1ccc(-n2cnnn2)cc1 | -1%
Cc1ccc(NC(=O)CCC(=O)c2ccc(Cl)s2)nc1 | -7%
COc1ccc(OC)c(N/C=C/C(=O)c2ccccc2)c1 | 0%
Cc1ccc(Cl)cc1N1CCN(S(=O)(=O)c2cc3c(cc2C)NC(=O)CO3)CC1 | -2%
CCC(C)NC(=O)CN1C(=O)c2cccc3cccc1c23 (centres undefined) | 8%
C[C@@H]1COC(=O)[C@@H](CC(=O)OC(C)(C)C)C/C=C\C[C@@H](CC(=O)N[C@H](CO)Cc2ccccc2)C(=O)N1 | 7%
CCc1ccccc1NC(=O)CN(c1ccc(OC)cc1OC)S(=O)(=O)c1ccccc1 | 0%
CN(Cc1ccc(OC(F)F)cc1)C(=O)c1ccc(S(=O)(=O)N(C)c2ccccc2)cc1 | 0%
COc1ccccc1N(CC(=O)N/N=C(\C)c1ccc(F)cc1)S(=O)(=O)c1ccccc1 | -5%
CCOC(=O)[C@H]1[C@H]2COc3cc(OC)ccc3[C@@H]2N2C(=O)N(c3cccc(F)c3)C(=O)[C@@]12C | -5%
Nc1ncnc2c1ncn2[C@@H]1O[C@H](CNC(=O)[C@@H]2CCN2)[C@@H](O)[C@H]1O | -1%
O=C(c1ccc(Br)o1)N1CCN(Cc2ccccc2Cl)CC1 | -21%
c1ccc(COCC2CCNCC2)cc1 | 1%
CCOc1ccccc1Nc1nnc(SCC(=O)NC2CC2)s1 | 8%
COc1ccc(-c2nnc(SCC(=O)NC(=O)Cc3ccccc3)n2C)cc1 | 0%
COc1ccc(S(=O)(=O)Nc2cccc3c2O[C@H](CN(C)Cc2ccncc2)[C@@H](C)CN([C@H](C)CO)C3=O)cc1 | 13%
CC(CNC(=O)CN1C(=O)NC2(CCOc3ccccc32)C1=O)c1ccccc1 (centres undefined) | 3%
COc1ccccc1CN1CCCC(CN(CCN(C)C)C(=O)C2CCCC2)C1 (centres undefined) | 2%
O=C(Nc1ccccc1OC(F)F)c1ccc(-n2cncn2)c([N+](=O)[O-])c1 | -6%
CCCc1cc(=O)oc2cc(C)cc(OCC(=O)NC(Cc3c[nH]c4ccc(O)cc34)C(=O)O)c12 (centres undefined) | -5%
CC(=O)Nc1ccc(S(=O)(=O)N(C)CC(=O)OCC(=O)c2ccc3c(c2)NC(=O)CO3)cc1 | -5%
CC(Sc1nnc(N)s1)C(=O)NNC(=O)c1cccc(Cl)c1 (centres undefined) | 2%
Cc1cc(C(=O)OCC(=O)Nc2cccc([N+](=O)[O-])c2)c(C)o1 | -8%
O=c1c2ccccc2ncn1-c1ccc(Br)cc1[N+](=O)[O-] | -1%
CCCCn1c(N)c(N(CC(C)C)C(=O)C2CCN(S(=O)(=O)c3ccc(C)cc3C)CC2)c(=O)[nH]c1=O | 2%
CC(=O)Nc1ccc(C2=CC(=O)C[C@H](c3ccc4c(c3)OCO4)C2)cc1 | -6%
O=C(COC(=O)c1cc([N+](=O)[O-])ccc1N1CCOCC1)c1ccc(F)cc1 | -3%
COc1cc(NC(=O)N2c3ccccc3Sc3ccccc32)c(C(=O)O)cc1OC | -3%
CC(C)(C)OC(=O)C[C@@H]1C/C=C\C[C@H](CC(=O)N(CCO)Cc2ccccc2)C(=O)N[C@@H](Cc2ccccc2)COC1=O | 5%
CCc1ccc([C@@H]2CC=C(C(=O)O)[C@H](c3ccccc3F)N2S(=O)(=O)c2ccc(C)cc2)cc1 | 3%
Oc1ccc(-c2nc3ccccc3nc2-c2ccccc2)cc1 | 1%
Clc1cccc(CN2CCSCC2)c1 | -3%[2.29 µM]
O=C(NCC(=O)N1CCN(Cc2ccccc2)CC1)c1cccs1 | -6%
CN(Cc1ccccc1)S(=O)(=O)CCNC(=O)c1ccc2c(c1)OCO2 | 4%
CCN(CC(=O)NCc1cccs1)C(=O)c1cc(Br)ccc1O | -1%
COCC(C)n1c(C)cc(C(=O)COC(=O)c2cc(=O)[nH]c3ccccc23)c1C (centres undefined) | -19%
CCC1(c2ccc(F)cc2)NC(=O)N(CC(=O)Nc2cc(C)on2)C1=O (centres undefined) | 4%
O=C1CCN(Cc2ccc([N+](=O)[O-])cc2)CCN1[C@H](CO)Cc1ccccc1 | -5%
CC[C@]12c3[nH]c4cc(-c5ccco5)ccc4c3CCN1C(=O)[C@@H](CC(=O)NCCCN(C)C)C[C@@H]2C(=O)N1CCN(C(=O)C2CC2)CC1 | -7%
Cc1ccc2c(c1)N(CC(=O)NC1CCC(C)CC1)C(=O)c1cccnc1O2 (centres undefined) | 2%
CC1CCC(N2CCN(C(=O)c3ccccc3F)CC2)CC1 (centres undefined) | -6%
CCn1c(C)nc2cc(C(=O)NNC(=O)c3ccc(C)cc3)ccc21 | 6%
CC1CN(C(=O)c2ccc(NS(=O)(=O)c3ccc(F)c(F)c3)cc2)CC(C)O1 (centres undefined) | -2%
Cc1ccc(NC(=O)COC(=O)CCC2CCCC2)cc1S(=O)(=O)N1CCOCC1 | -2%
Cc1ccc(C)c(N(CC(=O)N2CCCCCC2)S(C)(=O)=O)c1 | -7%
O=C(CN1C(=O)NC2(CCOc3ccccc32)C1=O)NCc1ccccc1 (centres undefined) | 6%
COc1ccc(C=O)cc1COc1ccc2c(c1)OCO2 | -18%
Cc1nc2sccn2c(=O)c1S(=O)(=O)NC(C)c1ccccc1 (centres undefined) | 3%

This is a subset (hit frequency here may not be typical).
